Screening data from PubChem.
G9a inh = inhibitors of human histone lysine methyltransferase G9a. G9a H3K9 monomethylation, AlphaScreen, 2 h. Potency, µM (titrated, usually from 102 µM), for inactives: top-dose activity, negative = inhibition, most hits filed as inhibitors. Q96KQ7. actives 8.8% (n = 350,000); note: % is set by controls: 0 for no effect and ±100 for the full control effect; nearly all actives have a fitted effect of over 75% in size
Target sequence (Q96KQ7 913-1193 limits assumed): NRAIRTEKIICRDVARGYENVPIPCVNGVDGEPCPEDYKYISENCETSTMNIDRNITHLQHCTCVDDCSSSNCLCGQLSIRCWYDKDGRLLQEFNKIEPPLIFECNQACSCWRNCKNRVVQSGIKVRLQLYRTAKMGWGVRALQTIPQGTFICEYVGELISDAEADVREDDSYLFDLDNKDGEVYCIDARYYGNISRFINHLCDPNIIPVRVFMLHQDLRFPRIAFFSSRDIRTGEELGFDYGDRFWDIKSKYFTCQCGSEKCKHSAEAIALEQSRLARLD
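Readings reflect AlphaScreen signal from monomethyl-H3K9 antibody detection. HMT at 20 nM; substrate b-H3K9 500 nM; cofactor SAM 20 uM; 2 h RT reaction; compounds tested as titrations in qHTS with 15 min preincubation.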
POLK inh = blocks human DNA polymerase kappa activity. Q9UBT6. purified Pol kappa, fluorescent DNA synthesis assay, 10 min. Potency, µM (doses to about 107 µM), for the others: top-dose activity, negative = inhibition, actives largely listed as inhibitors. actives 0.53% (n = 400,000). AID 588579; note: % is set by controls: 0 for no effect and ±100 for the full control effect
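10 nM Pol kappa was preincubated with compounds for 15 min at room temperature. Reaction started with 50 nM (final) substrate. Fluorescence read kinetically at 0 and 10 min.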
APEX1 inh = blocks human APE1 abasic DNA cleavage. P27695. recombinant APE1, TAMRA/BHQ-2 abasic DNA cleavage fluorescence. Potency, µM (top dose mostly 65.8 µM), for the others: at the highest dose activity change, negative = inhibition, usual class: inhibitors. actives 0.35% (n = 350,000). AID 2517;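 note: plate controls were vehicle for no effect and reference inhibitor for full effect; nearly all actives have a fitted effect of over 55% in size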
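APE1 at 0.75 nM final was preincubated with compound 15 min at room temperature, then 50 nM double-stranded THF abasic-site substrate (5'-TAMRA/3'-BHQ-2) was added. Fluorescence (ex 525/em 598 nm) was read kinetically; third-minus-first read gave activity.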
BLM helicase inh = inhibitors of human Bloom syndrome helicase BLM; P54132; recombinant BLM DNA unwinding, fluorescence dequenching; Potency, µM (doses to about 56.1 µM), without a hit: top-dose activity change, negative = inhibition, most hits filed as inhibitors; actives 0.2% (n = 350,000); AID 2528;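 note: plate controls were vehicle for no effect and no enzyme for full effect; nearly all actives have a fitted effect of over 35% in size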
POLH inh = inhibitors of human DNA polymerase eta; recombinant Pol eta, fluorescent DNA replication assay; Potency, µM (highest dose often 114 µM), for the others: at the highest dose activity change, negative = inhibition, hits mostly inhibitors; actives 1.2% (n = 390,000); note: % is set by controls: 0 for no effect and ±100 for the full control effect
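Fluorescent replication assay: 50 nM final substrate added after a 15 min room-temperature compound preincubation with 10 nM enzyme. Signal taken at 0 min and again at 10 min.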
POLB inh = DNA polymerase beta (human) inhibition; Pol beta primer extension/strand displacement, fluorescence kinetic; P06746; actives 1.3% (n = 340,000); Potency, µM (top dose mostly 114 µM), for inactives: top-dose activity change, negative = inhibition, usual class: inhibitors; note: % is set by controls: 0 for no effect and ±100 for the full control effect
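Curves were derived by four-parameter Hill fits of normalized qHTS data. The kinetic fluorescent primer-extension read was taken at 0 and 10 min after 50 nM substrate, following a 15 min room-temperature preincubation of 10 nM enzyme with compounds.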
BAZ2B block = blocks human BAZ2B; Q9UIF8; AlphaScreen BAZ2B-H3K14Ac peptide displacement; Potency, µM (doses to about 114 µM), for the others: at the highest dose activity change, negative = inhibition, hits mostly inhibitors; actives 4.4% (n = 360,000); AID 504333; note: % is set by controls: 0 for no effect and ±100 for the full control effect; nearly all actives have a fitted effect of over 60% in size
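Inhibition is scored as reduced AlphaScreen emission. The BAZ2B/b-H3(5-23)K14Ac complex (50 nM each) in PBS pH 7.4, 0.01% Tween-20 meets compound (up to 110 uM) for 30 min at RT before bead addition.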
JMJD2A Tudor inh = inhibitors of human JMJD2A Tudor domain; O75164; actives 4.4% (n = 390,000); AID 504339; AlphaScreen JMJD2A-Tudor / H3K4me3 peptide binding; Potency, µM (top dose mostly 114 µM), inactives show top-dose activity change, negative = inhibition, most hits filed as inhibitors; note: % is set by controls: 0 for no effect and ±100 for the full control effect; nearly all actives have a fitted effect of over 50% in size
POLI inh = inhibitors of human DNA polymerase iota. Q9UNA4. Potency, µM (doses to about 115 µM), inactives show at the top dose activity, negative = inhibition, usual class: inhibitors. actives 1% (n = 390,000). Pol iota fluorescent replication assay, 10 min
Target sequence (Q9UNA4 whole entry, looked up): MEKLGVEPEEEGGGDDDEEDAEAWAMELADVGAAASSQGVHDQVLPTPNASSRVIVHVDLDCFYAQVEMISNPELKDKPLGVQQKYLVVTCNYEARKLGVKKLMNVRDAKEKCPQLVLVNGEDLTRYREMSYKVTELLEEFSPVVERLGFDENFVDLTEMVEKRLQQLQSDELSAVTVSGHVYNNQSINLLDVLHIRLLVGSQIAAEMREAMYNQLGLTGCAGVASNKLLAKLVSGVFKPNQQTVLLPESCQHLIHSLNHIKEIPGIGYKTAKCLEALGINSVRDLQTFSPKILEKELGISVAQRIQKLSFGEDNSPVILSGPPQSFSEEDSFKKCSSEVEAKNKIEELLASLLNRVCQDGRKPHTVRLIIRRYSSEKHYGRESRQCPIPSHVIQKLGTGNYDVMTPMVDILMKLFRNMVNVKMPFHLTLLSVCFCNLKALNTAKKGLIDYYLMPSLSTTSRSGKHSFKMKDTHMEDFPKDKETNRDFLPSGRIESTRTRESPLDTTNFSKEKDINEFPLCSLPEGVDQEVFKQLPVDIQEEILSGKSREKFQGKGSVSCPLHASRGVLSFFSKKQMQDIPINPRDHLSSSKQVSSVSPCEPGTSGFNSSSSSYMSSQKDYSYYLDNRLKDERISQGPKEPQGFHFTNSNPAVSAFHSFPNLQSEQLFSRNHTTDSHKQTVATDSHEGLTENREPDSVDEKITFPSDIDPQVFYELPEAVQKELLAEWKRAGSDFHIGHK
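Pol iota at 10 nM preincubated 15 min with compounds at room temperature; reaction started with fluorescent substrate, 50 nM final. Fluorescence read kinetically at 0 and 10 min; buffer-only wells as negative control.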
The depositor's hits bear a star; ? = inconclusive; · = no result given; & = joins results of further samples; [ ] = another dose, or the depositor's remark. Calls come from the whole dose curve; as a rule, active = well fitted curve in the direction sought with a large enough effect; inconclusive = small, poorly fitted or top-dose-only effect, or another doubt; inactive = no such curve, though single readings can be large; an effect the other way counts as inactive or inconclusive. Potency is the fitted concentration of half-maximal effect.

nr	mol	POLK inh	APEX1 inh	POLI inh	BAZ2B block	POLH inh	G9a inh	POLB inh	BLM helicase inh	JMJD2A Tudor inh
1	O=C(NCc1ccc(OC(F)(F)F)cc1)c1cccc2c1C(=O)c1ccc(N3CCCCC3)cc1S2(=O)=O	12%	55%	16%	·	0%	·	·	·	-8%
2	O=c1[nH][nH]c(=S)n1-c1ccccc1C(F)(F)F	·	29%	·	?	·	·	-3%	-5%	·
3	Cc1ccc(NC(=O)COC(=O)COc2ccc(Cl)cc2C)c([N+](=O)[O-])c1	0%	?	-9%	?	-20%	28µM*	31%	-8%	?
4	Cc1ccc(NC(=O)Nc2nnc(N3CCCC3)s2)cc1	0%	·	33%[activator]	-3%	-11%	?	-16%	-3%	-6%
5	CCOC(=O)CN1C(=O)C(=O)N(Cc2ccccc2)C1=O	9%	54%[activator]	-6%	-20%	-8%	-2%	-9%	-3%	-14%
6	CC(SC1=NCCS1)C(=O)Nc1nnc(-c2ccc(F)cc2)s1 (stereo not given)	-18%	-5%	-8%	1%	-2%	-18%[59 µM]	-5%	-1%	-18%
7	Clc1cc(-c2ccccc2)nc(-c2ccccc2)n1	1%	·	-6%[58.9 µM]	·	-22%	·	·	·	197%[activator]
8	Cc1cc(C)n2nc(SCC(=O)N(C)c3ccccc3)nc2n1	-7%	-1%	27%	-5%	-14%	-15%[59 µM]	20%	-1%	-12%
9	COc1ccccc1CO/N=C/NC(=O)c1c(OC)ccnc1Oc1ccc(F)cc1	-11%[60.1 µM]	-1%	9%	3%	-12%	?	0%	-7%	-17%
10	COc1ccc(C(=O)N2N=C(c3cccc(OC)c3)CC2(O)C(F)(F)F)cc1 (stereo not given)	-15%	-1%	6%	2%	-17%	-5%	1%	-16%	7%
11	CCC(C)NC(=O)C1CCN(c2nc(C)cc(C)n2)CC1 (stereo not given)	8%	-4%	2%	5%	-8%	1%	37%	-1%	0%
12	O=C(COc1ccc2c(c1)OCO2)Nc1nccs1	-8%	16%	15%	-17%	8%	8%	50%	-3%	-17%
13	O=C(c1cccnc1)n1nc(-c2ccco2)nc1NCc1cccs1	-7%	2%	44%[activator]	?	-10%	?	-7%	-9%	-12%
14	O=C(CSc1nc(C(F)(F)F)cc(=O)[nH]1)N1CCCCCC1	-6%	1%	3%	7%	-10%	-29%	·	·	4%
15	CC(C)c1ccc(NC(=O)[C@H]2CSCN2C(=O)[C@@H]2CCC(=O)N2)cc1	-10%	0%	29%	-2%	6%	·	20%	0%	2%
16	COc1cc(NC(=O)c2ccc(CNc3c(N4CCOCC4)c(=O)c3=O)cc2)cc(OC)c1	4%	2%	13%	-7%	-17%	-1%	20%	-2%	-8%
17	Cc1cc(F)ccc1NC(=O)c1cc(S(=O)(=O)N2CCCC2)cn1C	-8%	60%[activator]	-2%	-16%	-1%	2%	-1%	-1%	-11%
18	CCNC(C(=O)c1c[nH]c2c(CC)cccc12)c1ccccc1 (stereo not given)	-3%	12%	112%[activator]	-24%	-6%	?	0%	3%	-8%
19	O=C(NCCCNC(=O)c1ccccn1)c1ccccn1	5%	-1%	9%	-15%	-8%	19%[12.7 µM]	-11%	2%	-8%
20	CCSc1nnc(Cc2cc(=O)[nH]c(=O)[nH]2)n1-c1cccc(C)c1	-8%	-1%	?	-2%	-11%	?	2%	-5%	-20%
21	Cc1nc(NC(C)C)c2cnn(CCc3ccccc3)c2n1	-22%	1%	-13%	8%	2%	10%	1%	-2%	-15%
22	O=C(NC1CCN(Cc2ccccc2)CC1)C1CCN(S(=O)(=O)c2cccc3cccnc23)CC1	-12%	-6%	-15%	29%	-14%	?	0%	-2%	-12%
23	CC(=O)C1=C(C)NC(=O)NC1c1ccc(OC2CCCC2)cc1 (stereo not given)	-8%	-3%	1%	7%	-5%	5%[12.7 µM]	7%	-11%	-8%
24	COC(=O)Cc1ccc(O)c(N)c1	0%	21%	31%[activator]	-15%	-18%	?	9%	-12%	10µM*
25	Cc1ccc(NC(=O)CSC2=Nc3ccccc3C3CC=NN23)c(C)c1 (stereo not given)	-1%	-3%	21%	-1%	-2%	-25%[12.7 µM]	26%	2%	-8%
26	Cn1ncc(N=Cc2ccccc2)c1C(=O)Nc1cccc(Cl)c1	-13%	-2%	31%[activator]	-1%	-1%	-27%[12.7 µM]	-134%	0%	-17%
27	COc1ccc(N2CCN(c3oc(-c4ccccc4C)nc3S(=O)(=O)c3ccccc3)CC2)cc1	7%	·	9%	?	-12%	?	15%	-6%	-36%
28	CC(C)c1ccc(CNc2ccc(N3CCOCC3)cc2)cc1	-7%	-1%	7%	13µM*	-7%	?	-1%	-3%	40µM*
29	O=C(Cn1c(NCCCO)nc2ccccc21)c1cccc(Br)c1	2%	24%	16%	-35%	-16%	?	18%	-5%	-14%
30	CCCN1C[C@H](CSC)C[C@H]2c3cccc4[nH]cc(c34)C[C@@H]21	-5%[12 µM]	-1%[21 µM]	·	·	·	-1%[21.5 µM]	·	0%[21.4 µM]	·
31	COc1ccccc1C(c1nnnn1CCc1ccccc1)N1CCN(c2ccccc2)CC1 (stereo not given)	-6%	-3%	13%	-29%	-7%	?	1%	-1%	-14%
32	CCOC(=O)C1(Cc2cccc(Cl)c2)CCCN(C(=O)c2cc(C(C)C)nn2C)C1 (stereo not given)	-17%	0%	15%	1%	-5%	·	-3%	-5%	-3%
33	O=C(NC1CC1)C1CCN(C2CCN(C(=O)CCOc3ccccc3)CC2)CC1	8%[60.1 µM]	-2%	?	-15%	0%	18%	-1%	1%	-4%
34	Cn1c(CSCCOc2ccccc2)n[nH]c1=S	6%	3%	20%	-21%	-21%	10µM*	-19%	-6%	6.3µM*
35	Cc1cccc(N2CCN(C(=O)c3c(C)oc4ncnc(N5CCCCC5)c34)CC2)c1C	-5%	·	-24%	-21%[57.1 µM]	-11%	-45%[59 µM]	3%	-3%	-27%
36	CC(C)N1CCC2(CC1)N=C(c1ccc3c(c1)OCO3)CC(c1cc(Cl)ccc1O)N2 (stereo not given)	-5%	-2%	?	?	?	?	-3%	-4%	?
37	CCOc1ccc(NC(=S)N2CCC(NC(=O)C3CCCCC3)CC2)cc1	0%	-2%	28%	6%	2%	13%	19%	0%	-4%
38	CCCCN(C(=O)CCC(=O)Nc1cc(C)on1)C(C(=O)NC(C)(C)CC)c1cccc(OC)c1OC (stereo not given)	6%	-1%	40%[activator]	-2%	-17%	12%	-27%	-3%	-7%
39	Cc1nn2c3ccccc3nc2n(C)c1=O	-11%	0%	17%	1%	-2%	20%[59 µM]	12%	1%	-12%
40	CCCCCN(C(=O)CCC(=O)OCc1ccccc1C(F)(F)F)c1c(N)n(CCCC)c(=O)[nH]c1=O	7%	11%	18%	-3%	-21%	·	-30%	-1%	8%

Brought forward from above: 4 entries; new compounds follow.
nr	mol	POLK inh	APEX1 inh	POLI inh	BAZ2B block	POLH inh	G9a inh	POLB inh	BLM helicase inh	JMJD2A Tudor inh
37	CCOc1ccc(NC(=S)N2CCC(NC(=O)C3CCCCC3)CC2)cc1	0%	-2%	28%	6%	2%	13%	19%	0%	-4%
38	CCCCN(C(=O)CCC(=O)Nc1cc(C)on1)C(C(=O)NC(C)(C)CC)c1cccc(OC)c1OC (stereo not given)	6%	-1%	40%[activator]	-2%	-17%	12%	-27%	-3%	-7%
39	Cc1nn2c3ccccc3nc2n(C)c1=O	-11%	0%	17%	1%	-2%	20%[59 µM]	12%	1%	-12%
40	CCCCCN(C(=O)CCC(=O)OCc1ccccc1C(F)(F)F)c1c(N)n(CCCC)c(=O)[nH]c1=O	7%	11%	18%	-3%	-21%	·	-30%	-1%	8%
41	C=CCn1c(SCC(=O)NC2CCCCC2)nnc1-c1ccccn1	-20%	12%	-12%	79µM*	?	10%	?	-4%	-8%
42	CCOC(=O)c1c(NC(=O)CSc2nnc(-c3ccc(Cl)cc3)o2)sc2c1CCC2	9%	·	18%	·	-18%	·	·	·	-14%
43	CC(/C=N\NC(=O)c1cc(C)oc1C)=C\c1ccccc1	3%	-2%	22%	-3%	-11%	6%	16%	1%	-3%
44	CN(C)CCNC(=O)c1onc(CSc2ccc(F)cc2)c1C(=O)NCCN(C)C	-5%	-2%	-8%	-28%	0%	-33%[59 µM]	2%	-5%	-15%
45	O=C(c1ccccc1[N+](=O)[O-])N1CCCC(C(=O)N2CCCCCC2)C1 (stereo not given)	-1%	-11%	60%[activator]	1%	-5%	?	0%	-2%	1%
46	NS(=O)(=O)c1ccc(CCNc2cc(=O)n(Cc3ccc(F)cc3)c(=O)[nH]2)cc1	-6%	6%	5%	2%	-4%	-4%[12.7 µM]	2%	-1%	-16%
47	O=C(c1cc(COc2ccc(F)c(F)c2)on1)N1CCN(C2CCCCC2)C(=O)C1	6%	-8%	63%[activator]	-3%	-15%	18%[0.0925 µM]	-14%	-3%	-1%
48	C[C@@H]1NC(=O)c2cc([N+](=O)[O-])cc(I)c2OCC[C@@H](C(N)=O)NC(=O)[C@H](CCC(=O)O)NC1=O	·	-6%	·	?	·	28µM*	-12%	3%	·
49	CCN1C[C@@H]2[C@@H]3C(=O)N(C)C(=O)[C@@H]3[C@](CC)(C1=O)N2C(=O)c1ccc(C(F)(F)F)cc1	5%	·	17%	·	-6%	·	·	·	-16%
50	CCN1CCN(CC(O)COCC2COc3ccccc3O2)CC1 (stereo not given)	-8%	2%	71%[activator]	-25%	-16%	?	5%	-2%	-5%
51	CCc1ccc(OCCNC(=O)c2ccccc2SCc2ccc(F)cc2)cc1	-5%	-7%	3%	27%	-23%	8%[59 µM]	2%	-13%	28%
52	COc1ccc(CNC(=O)CN(c2ccc(C)cc2)S(=O)(=O)c2c(C)noc2C)cc1	3%&3%	60%[activator]	31%&12%[activator]	-2%	-4%&-11%	-6%	-7%&28%	-3%&-1%	-3%&-12%
53	Cc1cn(CC(=O)c2ccccc2)c2ccccc12	-10%	10%	4%	-10%	-1%	·	14%	-7%	-22%
54	CC(=O)CC(=O)Nc1ccccc1NC(C)=O	-7%	3%	-4%	-2%	-12%	-9%[12.7 µM]	5%	1%	10%
55	NC(=O)CC(NC(=O)c1ccccc1)c1ccc(N2CCCCCC2)c([N+](=O)[O-])c1 (stereo not given)	-2%	3%	8%	?	-21%	50µM*	3%	-1%	45µM*

Some of the compounds tested, so the mix of outcomes need not match the whole.
